Avidin bead fluor: green autofluorescence of compounds with avidin beads – biophysical, 488/530 nm, flow cytometry, artefact control, profiling panel. compound fluorescence 488/530 nm; hits give high values. fluorescence (KMESF) at 10 µM. 0.38% of 220,000 active. AID 1775, 2009; in the data active means fluorescence above about 47; further: inactives centre near 10
Rac1 wt modul: wildtype Rac1 GTP binding modulators, primary screen, biochemical, GST-Rac1 beads, flow cytometry, multiplex; Ras-related C3 botulinum toxin substrate 1 (Homo sapiens), P63000; fluorescent GTP binding; actives lie on both sides; 0 = cold GTP competed, 100 = untreated; GTP binding activity (% of control), % at 10 µM; 0.27% of 190,000 active; AID 757, 2007;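 active means GTP binding activity at least 20 points away from the 100% control level, either lower or higher; inconclusive means compound flagged as likely green fluorescent, judged across all proteins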
Rab7 wt modul: modulators of GTP binding to Rab7, primary screen, biochemical, wildtype, multiplex bead flow cytometry. Rab7 GTPase wild type (dog), Bodipy-FL-GTP binding. GST-Rab7 beads, fluorescent GTP binding; actives lie on both sides; untreated = 100%, excess cold GTP = 0%. GTP binding activity (percent of control), % at 10 µM. 0.055% of 190,000 active. AID 758, 2007;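 active means fluorescent GTP binding to Rab7 beads changed by at least 20 points from the 100% baseline, either direction, mostly lower; inconclusive means compound itself probably fluorescent, or too few beads counted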;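 further: median green fluorescence of bound Bodipy-FL-GTP per Rab7 bead population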
ABCG2 inh: ABCG2 efflux pump inhibitors, primary screen, multiplex with ABCB1, IgMXP3 cells, flow cytometry; JC-1 efflux; 0.1% of 190,000 active; AID 1325, 2008; inhibition, % at 6.6 µM;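 active means inhibition above 80%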;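 further: 0% = DMSO and 100% = nicardipine control wells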
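System: two drug-resistant human cell lines, ABCG2 and ABCB1; controls: nicardipine high and DMSO low controls; times: 10 min exposure at 25 °C with rotation, no wash; detection: flow cytometry of retained JC-1 fluorescence; read-out basis: percent efflux inhibition, scaled nicardipine 100% to DMSO 0%; doses: one concentration, 6.6 µM final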
ABCB1 inh: ABCB1 efflux pump inhibitors, primary screen, cell-based, multiplex, flow cytometry, ABCG2 counter-screen. CCRF-Adr cells, JC-1 efflux. inhibition, % at 6.6 µM. 0.067% of 190,000 active. AID 1326, 2008; in the data active means inhibition above about 40%;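 further: 0% = vehicle and 100% = reference inhibitor; higher value means more JC-1 retained so stronger ABCB1 efflux block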
Target sequence (P08183 whole entry, looked up): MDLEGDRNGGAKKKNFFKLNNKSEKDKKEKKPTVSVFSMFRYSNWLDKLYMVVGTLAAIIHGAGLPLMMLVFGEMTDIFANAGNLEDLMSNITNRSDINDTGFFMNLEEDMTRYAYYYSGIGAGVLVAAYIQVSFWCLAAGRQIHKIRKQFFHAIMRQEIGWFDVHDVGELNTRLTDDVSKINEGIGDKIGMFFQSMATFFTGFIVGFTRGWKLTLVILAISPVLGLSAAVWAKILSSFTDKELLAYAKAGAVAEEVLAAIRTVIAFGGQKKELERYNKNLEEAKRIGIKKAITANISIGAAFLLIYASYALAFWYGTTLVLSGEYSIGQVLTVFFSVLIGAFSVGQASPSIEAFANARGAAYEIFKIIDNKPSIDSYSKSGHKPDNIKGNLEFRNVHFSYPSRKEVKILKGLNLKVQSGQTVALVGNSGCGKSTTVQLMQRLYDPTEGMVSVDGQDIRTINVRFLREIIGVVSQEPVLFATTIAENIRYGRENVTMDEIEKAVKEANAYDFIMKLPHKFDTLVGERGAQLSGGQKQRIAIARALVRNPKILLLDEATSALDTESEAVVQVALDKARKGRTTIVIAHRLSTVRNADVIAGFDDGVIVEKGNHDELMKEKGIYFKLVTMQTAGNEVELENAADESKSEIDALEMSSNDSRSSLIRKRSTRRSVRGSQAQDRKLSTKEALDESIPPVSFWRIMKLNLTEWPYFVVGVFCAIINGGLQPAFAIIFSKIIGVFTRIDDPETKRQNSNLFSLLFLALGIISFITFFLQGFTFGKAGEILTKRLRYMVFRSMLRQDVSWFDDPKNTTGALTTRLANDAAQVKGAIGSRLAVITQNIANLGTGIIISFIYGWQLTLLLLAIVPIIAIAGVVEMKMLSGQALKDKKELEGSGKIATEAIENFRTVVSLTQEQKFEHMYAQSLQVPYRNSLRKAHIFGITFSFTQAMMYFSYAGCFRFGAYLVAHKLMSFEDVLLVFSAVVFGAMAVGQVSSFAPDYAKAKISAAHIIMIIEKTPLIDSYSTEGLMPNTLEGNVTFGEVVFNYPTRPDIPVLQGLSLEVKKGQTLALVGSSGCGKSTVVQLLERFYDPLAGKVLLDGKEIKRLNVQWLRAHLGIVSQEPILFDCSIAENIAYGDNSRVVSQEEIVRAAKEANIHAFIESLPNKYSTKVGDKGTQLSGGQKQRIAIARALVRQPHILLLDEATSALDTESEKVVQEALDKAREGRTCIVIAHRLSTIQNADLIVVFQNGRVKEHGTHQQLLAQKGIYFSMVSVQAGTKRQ
HRas wt GTP bind: modulators of GTP binding to HRas wildtype, primary screen, biochemical, bead-based flow cytometry, multiplex | GTPase HRas (Homo sapiens), P01112 | GST-Ras wt beads, Bodipy-FL-GTP binding; actives lie on both sides | GTP binding activity, % at 10 µM | 0.14% of 190,000 active;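 active means GTP binding activity at least 20% away from the 100% baseline, either lowered as inhibitor or raised as activator; inconclusive means flagged as likely green fluorescent, judged across all proteins in the well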;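 further: 0% = unlabeled GTP competition control and 100% = no-compound control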
Cdc42 wt: modulators of GTP binding to wildtype Cdc42, primary screen, biochemical, multiplex bead flow cytometry, Bodipy-GTP. 0.2% of 190,000 active. percent activity (GTP binding), % at 10 µM. GST-Cdc42 beads; actives lie on both sides. Cell division control protein 42 homolog (Homo sapiens), P60953. AID 761, 2007;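 active means percent activity GTP binding at least 20 points away from the 100% baseline, either down as inhibitor or up as activator; inconclusive means compound flagged as likely green fluorescent from well-wide comparison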;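 further: median bead fluorescence of bound Bodipy-FL-GTP at 100 nM; 0% = excess unlabeled GTP control and 100% = no compound control; below 100% means less GTP binding so inhibitor and above means activator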
GSH fluor: compound fluorescence on glutathione beads, profiling panel, artefact control, biophysical, 488/530 nm, flow cytometry. AID 1776, 2009. GSH beads flow cytometry, compound fluorescence 488/530 nm; hits give high values. 0.25% of 190,000 active. fluorescence (KMESF) at 10 µM; in the data active means fluorescence above about 89;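 further: glutathione beads carrying GST-tagged Bcl family fusion proteins plus one bare bead set; values are compound well signal with DMSO vehicle wells as background; inactives centre near 16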
Rac1 act GTP bind: GTP binding modulators of activated mutant Rac1, primary screen, biochemical, bead-based flow cytometry, multiplex, fluorescent GTP | Ras-related C3 botulinum toxin substrate 1 (Homo sapiens), P63000 | GST-Rac1 activated beads; actives lie on both sides; 100% means binding = to untreated wells | AID 764, 2007 | 0.11% of 190,000 active | percent activity (GTP binding), % at 10 µM;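 active means GTP binding at least 20 percentage points away from the 100% baseline, in either direction, so actives lie on both sides; inconclusive means Compound likely fluorescent itself, or too few beads counted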
Pf gamet viab: late stage P. falciparum gametocyte viability inhibitors, primary screen, ATP luminescence, HTS; P. falciparum stage V gametocytes, 24 h; inhibition, % at 10.9 µM; 0.065% of 150,000 active;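 active means inhibition above the mean plus 3 SD of compounds within the control limits, set per campaign, cut at about 38% in these data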;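 further: 0% = DMSO wells and 100% = medium only without gametocytes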
Rab2A wt mod: modulators of GTP binding to Rab2A wildtype, primary screen, biochemical, dog, bead-based flow cytometry, multiplex; Ras-related protein Rab-2A (Canis lupus familiaris), P61105; GST-Rab2 wt beads, Bodipy-GTP binding; GTP binding activity, % at 10 µM; 0.19% of 190,000 active;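 active means GTP binding activity at least 20 points away from 100%, either lowered or raised; inconclusive means signal likely due to the compound's own green fluorescence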;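 further: 0% = beads with excess unlabeled GTP and 100% = no-compound control corrected for plate trend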
An asterisk follows results filed as active; ? = inconclusive; . = no result given; & = joins results of further samples.

SMILES | Avidin bead fluor | Rac1 wt modul | Rab7 wt modul | ABCG2 inh | ABCB1 inh | HRas wt GTP bind | Cdc42 wt | GSH fluor | Rac1 act GTP bind | Pf gamet viab | Rab2A wt mod
C/C(=C\c1ccccc1)CN1CCN(Cc2ccc(C)o2)C(CCO)C1 (stereo not drawn) | 12 | 108 | 104 | 0 | 0.4 | 102 | 102 | 10 | 98 | . | 102
Cc1cc(=O)oc(C)c1C(=O)N1CCCCC1 | 36 | 105 | 103 | 1 | 1.1 | 104 | 104 | 16 | 101 | . | 102
COc1ccc(NS(=O)(=O)Cc2ccccc2)cc1OC | 10 | 108 | 100 | 1 | 0.3 | 101 | 103 | 16 | 98 | . | 103
CC(C)(C)OC(=O)N/N=C\c1ccc([N+](=O)[O-])s1 | 9 | 103 | 105 | 65 | -0.5 | 101 | 104 | 15 | 98 | -26 | 102
Cc1ccc(C(=O)O/N=C/c2c(C(F)(F)F)nn(C)c2Sc2ccc(Cl)cc2)cc1 | 6 | 105 | 100 | 6 | 0.7 | 104 | 105 | 48 | 101 | . | 101
Cc1nc2ccccn2c1C(=O)c1ccccc1 | 11 | 101 | 96 | 8 | 0.8 | 99 | 102 | 27 | 99 | . | 101
CCCCCc1nnc(NC(=O)C(=O)OCC)s1 | 4 | 95 | 98 | 1 | 0.1 | 98 | 97 | 22 | 96 | . | 96
O=C(NCc1ccccn1)c1nc(-c2cccs2)no1 | 9 | 98 | 95 | 3 | 0.0 | 96 | 97 | 8 | 97 | -2 | 96
COc1cc(OC)c([N+](=O)[O-])cc1/C=N/NC(=O)c1ccncc1 | 10 | 97 | 100 | 3 | 0.3 | 95 | 99 | 8 | 96 | -7 | 97
COc1cc(CN2CCN(Cc3ccc(C)cc3)C(CCO)C2)ccc1O (stereo not drawn) | 6 | 96 | 94 | 6 | 1.5 | 95 | 98 | 14 | 99 | . | 95
COc1ccc(C(F)(F)F)cc1NC(=O)c1nc2nc(C)cc(C(F)F)n2n1 | 1 | 95 | 95 | 2 | 0.0 | 97 | 98 | 31 | 92 | 12 | 96
O=C(COC(=O)c1cccc2ccccc12)NCCCc1ccccc1 | 1 | 94 | 98 | 17 | 0.5 | 95 | 93 | 10 | 92 | . | 93
CCOC(=O)c1ccc(-c2n[nH]c(=O)c3ccccc23)cc1 | 21 | 102 | 101 | 5 | 0.7 | 100 | 98 | 15 | 98 | . | 98
COc1ccc(/C=N/NC(=O)C2COc3ccccc3O2)cc1OC (stereo not drawn) | 9 | 95 | 95 | 0 | 0.0 | 93 | 93 | 15 | 93 | -2 | 95
Cc1c(Cl)cccc1NC(=O)C1CCCCC1 | 11 | 101 | 100 | 3 | 0.5 | 99 | 96 | 15 | 97 | -19 | 97
COc1ccc(CCN(C)C(=O)/C=C/c2c(Cl)nc3ccccn23)cc1OC | 9 | 96 | 94 | 5 | 0.1 | 96 | 96 | 17 | 96 | -15 | 95
COC(=O)CSc1ccc2nnc(-c3ccc(F)cc3)n2n1 | 16 | ? | ? | 2 | 0.5 | ? | ? | 22 | ? | . | ?
Cc1c(C(=O)N2CCN(c3ccccn3)CC2)oc2ccccc12 | 14 | 111 | 105 | 3 | 1.0 | 104 | 104 | 20 | 102 | . | 105
C/C(=N\NC(=O)c1ccc(O)cc1)c1ccc(N2CCOCC2)cc1 | 5 | 98 | 105 | 1 | 1.6 | 100 | 97 | 23 | 98 | 3 | 100
NC(=O)C1CCN(C(=O)CN2CCN(c3cccc(C(F)(F)F)c3)CC2)CC1 | 12 | 103 | 102 | 1 | 0.3 | 102 | 103 | 28 | 102 | . | 101
CCc1cc2c3c(c(=O)oc2cc1OC)CCCC3 | 6 | 105 | 101 | 6 | 0.5 | 101 | 101 | 5 | 100 | . | 99
Cc1ccc(Oc2ccc(Oc3ccc(C)cc3)nn2)cc1 | 39 | 103 | 102 | 3 | 0.5 | 104 | 105 | 13 | 99 | 13 | 103
N#CCSc1nc(N)c(C#N)c(C2CCCCC2)c1C#N | 7 | 99 | 101 | -2 | -3.0 | 99 | 101 | 27 | 98 | -7 | 99
CCOC(=O)c1c(C)[nH]c(C(=O)COC(=O)c2oc3ccccc3c2C)c1C | 11 | 99 | 98 | 13 | 0.9 | 97 | 94 | 26 | 92 | 2 | 96
CC(C)NCCCCOc1cccc(Br)c1 | 5 | 108 | 105 | 0 | 0.1 | 105 | 104 | 16 | 103 | . | 102
SMILES | Avidin bead fluor | Rac1 wt modul | Rab7 wt modul | ABCG2 inh | ABCB1 inh | HRas wt GTP bind | Cdc42 wt | GSH fluor | Rac1 act GTP bind | Pf gamet viab | Rab2A wt mod
Cc1sc(N/N=C/C=C/c2ccccc2)nc1-c1ccccc1 | 27 | 104 | 96 | 0 | -0.2 | 100 | 103 | 8 | 100 | . | 98
COc1ccccc1/C=C/C=N/N1CCN(c2ccccn2)CC1 | 9 | 93 | 96 | 4 | 0.5 | 97 | 100 | 26 | 96 | . | 96
CCCCOC(=O)Nc1nc2ccc(OC)cc2s1 | 17 | ? | ? | 2 | -0.1 | ? | ? | 25 | ? | . | ?
O=C(NCc1ccco1)c1cc(-c2cccnc2)nc2ccccc12 | 14 | 104 | 101 | 7 | 0.7 | 104 | 105 | 15 | 101 | 19 | 104
CN1CCN(C(=S)C(=O)Nc2ccc(Br)cc2)CC1 | 7 | 99 | 97 | 9 | 0.3 | 93 | 96 | 16 | 94 | 6 | 94
CCCc1nn(C)c(C(=O)Nc2ccc(C(C)(C)C)cc2)c1Cl | 2 | 100 | 98 | 0 | -0.3 | 100 | 97 | 6 | 98 | . | 95
Cc1c(C(N)=O)sc2ncn(CC(=O)OC(C)C)c(=O)c12 | 37 | 101 | 100 | 2 | 0.2 | 100 | 102 | 14 | 99 | 1 | 101
Cc1nnc(SCC(=O)NC2CCCCC2C)s1 (stereo not drawn) | 13 | 99 | 109 | 0 | -0.1 | 103 | 98 | 11 | 97 | 4 | 99
Cc1[nH]n(-c2cccc3ccccc23)c(=O)c1C=Nc1ccc2[nH]c(=O)[nH]c2c1 | 14 | 92 | 96 | -7 | -0.4 | 92 | 92 | 18 | 99 | -17 | 89
Clc1ccc(COn2c(-c3ccccc3)nc3ccccc32)cc1 | 10 | 99 | 98 | 13 | 1.1 | 100 | 97 | 28 | 98 | -7 | 99
Cc1ccc2nc(C)c(Cl)c(=O)n2c1 | 5 | 96 | 98 | 0 | 0.0 | 95 | 95 | 54 | 96 | -18 | 95
CC(C)NC(=O)/C(C#N)=C/c1ccc2c(c1)OCCO2 | 12 | 105 | 99 | 6 | -0.1 | 101 | 104 | 11 | 100 | -10 | 101
Cc1cc2c(cc(C(=O)OCC(=O)NCc3ccco3)n2C)s1 | 33 | 95 | 94 | 2 | 0.1 | 96 | 96 | 12 | 92 | . | 92
Cc1nc2nc(COc3ccccc3)[nH]n2c(=O)c1C | 14 | 102 | 100 | 1 | -0.1 | 103 | 105 | 24 | 101 | . | 102
COc1cc(C(=O)NC(c2ccccc2)c2ccccc2)cc(Cl)c1OC | 5 | 102 | 98 | 15 | 1.6 | 99 | 102 | 12 | 96 | . | 98
Cc1ccc(Sc2ncccc2/C=N/O)cc1 | 9 | 94 | 103 | 1 | -0.5 | 96 | 92 | 13 | 92 | 5 | 97
CCOCCCNC(=O)C1CCN(C(=O)N(C)C)CC1 | 3 | 106 | 104 | 0 | 0.0 | 105 | 105 | 53 | 100 | 16 | 106
CCOC(=O)C1CCN(C(=O)CCc2nc3ccccc3[nH]2)CC1 | 16 | 97 | 96 | 1 | 0.8 | 100 | 101 | 24 | 97 | -9 | 97
CCCc1nc2c(sc3nc4c(cc32)COC(C)(C)C4)c(=O)n1Cc1ccco1 | 5 | 101 | 96 | 0 | 0.5 | 99 | 98 | 65 | 98 | 4 | 99
CCC1CSC(Nc2ccc(C(=O)/C=C/c3ccc(Oc4ccccc4)cc3)cc2)=N1 (stereo not drawn) | 3 | 100 | 101 | 15 | 0.7 | 101 | 97 | 5 | 100 | 18 | 99
CN1C(=O)Cc2cc(S(=O)(=O)N3CCOCC3)ccc21 | 11 | 106 | 105 | 1 | 0.3 | 106 | 104 | 15 | 102 | 25 | 104
O=c1nc(-c2ccccc2)n(-c2ccccc2)c2ncccc12 | 10 | 103 | 101 | 3 | 0.4 | 100 | 100 | 26 | 95 | 11 | 99
O=S(=O)(c1ccccc1)N1CCC(O)(CSc2ccc(F)cc2)CC1 | 9 | 100 | 107 | 2 | 1.3 | 99 | 99 | 18 | 97 | 16 | 98
COc1ccc2c(C=Nc3c(C)n(C)n(-c4ccccc4)c3=O)c(O)n(Cc3ccco3)c(=O)c2c1 | 8&10 | 108&100 | 104&97 | 2&-3 | 1.2&2.1 | 104&97 | 107&100 | 8&35 | 101&96 | 5 | 104&97
CC1CCN(CCC(=O)Nc2ccccc2)CC1 | 24 | 95 | 95 | 1 | 0.1 | 97 | 97 | 8 | 95 | 3 | 96
O=C1NC(=O)/C(=C\c2ccsc2)N1 | 14 | 101 | 98 | 0 | -0.1 | 98 | 97 | 74 | 98 | -4 | 98
O=C(/C=C/c1ccc([N+](=O)[O-])cc1)Nc1cccnc1 | 43 | 100 | 99 | 8 | 1.1 | 101 | 103 | 14 | 99 | -7 | 100
CC(C)CC(=O)NC(=S)Nc1cc(C(=O)O)ccc1Cl | 17 | 104 | 102 | 4 | 0.1 | 101 | 98 | 17 | 100 | -11 | 100
CCc1nnc(NC(=O)Cn2ccc(C(F)(F)F)n2)s1 | 18 | 102 | 98 | 1 | 0.5 | 99 | 99 | 12 | 96 | 19 | 100
CC(=O)N1CCc2cc(Br)cc(S(=O)(=O)NCc3ccccn3)c21 | 15 | 104 | 98 | -1 | 0.0 | 99 | 100 | 19 | 99 | . | 99

Looked up above.
O=C(NCc1ccco1)c1cc(-c2cccnc2)nc2ccccc12 | Rab7 wt modul = 101
CCOCCCNC(=O)C1CCN(C(=O)N(C)C)CC1 | GSH fluor = 53

Screening data deposited in PubChem by several laboratories.
